# Screening results (PubChem)
# Dynein transport = blocks dynein driven cargo transport along microtubules; z-score, hits read low; 3617.4 mouse cells, GR-EGFP nuclear translocation imaging; test concentration mostly 20 µM; stimulated with dexamethasone, 1 µM; hits give low values; 220,000 tested, 0.47% active; AID 1381;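 active = plate z-score of nuclear minus cytoplasmic receptor signal below a set negative limit, without overly bright fluorescence or cell loss, cut at about -3.5 in these data, passing the limit was not always enough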;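 also: z-score of nuclear minus cytoplasmic ring GR-EGFP intensity difference per well; some compounds called inactive have numbers as strong as hits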
#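 Buffer or medium – tet-free medium with charcoal-stripped serum · Signal – automated 10x imaging of fixed Hoechst-stained cells · Also added – dexamethasone agonist, 1.0 µM final, for 30 min · Incubation – induction 48 h, compound 1 h, agonist 30 min · Read-out – GR-EGFP nuclear translocation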
# Ins promoter up = MIN6 insulin promoter up-regulation | z-score at 5 µM | 190,000 tested, 0.3% active | AID 1625 | MIN6 insulin promoter-GFP reporter, high-content imaging; hits give high values;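 active = z-score above 3 at 5 µM with at least 500 cells counted in the well; inconclusive = wells under 500 cells, flagged as cytotoxic or low count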
# WT yeast gro inh = growth inhibition of WT yeast, mitochondrial fusion screen; inhibition, % at 10 µM; 190,000 tested, 2.1% active; mitochondrial fusion phenotypic screen, WT strain; in the data active = inhibition above about 58%; tested in S. cerevisiae
# Yfh1-depleted yeast = enhancers of respiration in Yfh1-depleted yeast, dose response, Friedreich's ataxia, plus single-dose screen (AID 1465) | S. cerevisiae Yfh1-off respiration, WST-1 reduction, 72 h; higher fold induction means a stronger effect | one-dose fold induction at 50 µM; EC50 in µM for titrated hits | 220,000 tested, 0.074% active;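 active = fold induction of absorbance versus untreated yeast above a set limit, then at least 30% activation at any dose in follow-up; inconclusive = repeats straddling the limit, or above it without dose testing; inactive = fold induction below the set limit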;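 also: activators that raise dye reduction in frataxin-depleted yeast; strong numbers were not always called active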
# bCat nuc transl = beta-catenin nuclear translocation modulation | 190,000 tested, 0.3% active | AID 1665 | HeLa beta-catenin nuclear translocation, immunofluorescence imaging | nuclear translocation activity, % at 5 µM;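 active = nuclear translocation activity above 50% at 5 µM, with a well cell count of 50 or more; inconclusive = wells under 50 cells across six images, flagged as toxic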;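 also: per-cell ratio of nuclear to cytoplasmic median beta-catenin stain intensity; plate controls were DMSO negative control for no effect and GSK-3 inhibitor IX positive control for full effect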
#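 Test system: human HeLa cell line; Doses: 5 µM primary, 0.02–20 µM confirmation; Incubation: 24 h compound exposure, 37°C; Detection: beta-catenin immunofluorescence imaging with DAPI; Read-out: beta-catenin nuclear/cytoplasmic ratio, % activation.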
# Autophagy HCS = alters autophagy in cells | MEF GFP-LC3 puncta imaging; test concentration mostly 10 µM | calls only at 10 µM (by protocol) | 190,000 tested, 0.98% active | AID 463193;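 active = percentage of spot-positive cells more than 3 SD above its plate mean, without a fluorescence outlier flag or 80% toxicity; inconclusive = no clear call, values can overlap the other calls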;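 also: spot-positive cell cutoff set from DMSO-treated cells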
# AID2073 = disruptors of CaV2.2 binding to Mint1 – biochemical, HTRF (AID 2073) | 290,000 tested, 0.19% active | HTRF protein-protein interaction, Mint1-CaV2.2; higher % means a stronger effect | inhibition, % at 20 µM; hits with a dose series show IC50 in µM; in the data active = inhibition mostly above about 51%, no sharp cut-off; inconclusive = no clear call, values can overlap the other calls; inactive = mostly below about 53%; also: some results filed as inactive read as strong as hits
# MT stabilize HCS = stabilizes microtubules in HeLa cells; HeLa tubulin immunostaining HCS, 24 h; share of cells brighter than vehicle mean+2SD; % tubulin-high responders, % at 10 µM; 200,000 tested, 0.83% active; AID 2205;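 active = plate Z-score above 3 for both tubulin-high and condensed-nucleus cell shares, with cell loss under 80%, at 10 µM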;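 also: anti alpha tubulin signal scored within the nucleus-defined area of each cell; some results filed as inactive read as strong as hits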
# HIV peptide binding = cell-free HIV fusion peptide-binding blockers – biochemical, uHTS, fluorescence dequenching, primary screen (AID 1986); 290,000 tested, 0.3% active; inhibition, % at 20 µM; hits with a dose series show IC50 in µM; cell-free peptide binding, fluorescence dequenching, 30 min; higher % means a stronger effect; in the data active = inhibition mostly above about 52%, no sharp cut-off; inactive = mostly below about 76%; also: some results filed as inactive read as strong as hits
# WT yeast gro inh mutant strain = further read-out of WT yeast gro inh, marked with its call; inhibition, %; mitochondrial fusion phenotypic screen, mutant strain inhibition
# Dynein transport cytoplasmic EGFP = further read-out of Dynein transport, marked with its call; z-score; measured here: cytoplasmic GR-EGFP intensity; hits give high values
# Dynein transport nuclear GR-EGFP = recorded beside Dynein transport, whose call it bears; z-score; measured here: nuclear GR-EGFP intensity;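 lower value marks the stronger effect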
# Dynein transport cell count = second read-out of Dynein transport, no call of its own (marks repeat the call); z-score; measured here: cell count per field
# Ins promoter up cell count = also measured in Ins promoter up; calls as there; cell count; measured here: cytotoxicity, nuclei count;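 total cells summed across four imaged fields per well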
# bCat nuc transl cell count 5 µM = further read-out of bCat nuc transl, marked with its call; cell count; measured here: cell count, cytotoxicity flag
# MT stabilize HCS Hoechst-high % = also measured in MT stabilize HCS; calls as there; % Hoechst-high responders; measured here: nuclear condensation Hoechst responders;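 share of cells brighter than vehicle mean plus two SD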
# MT stabilize HCS cytotoxicity % = second read-out of MT stabilize HCS, no call of its own (marks repeat the call); toxicity, %; measured here: cytotoxicity by cell density;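 0% = mean cell density of plate MIN control wells and 100% = no cells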
# Autophagy HCS cell loss 18 h = further read-out of Autophagy HCS, marked with its call; toxicity, %; measured here: cell loss, nuclei count;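 cell loss after 18 h compound exposure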
# The depositor's hits bear a star; i = inactive; ? = inconclusive; · = no result given.
SMILES,Dynein transport,Dynein transport cytoplasmic EGFP,Dynein transport nuclear GR-EGFP,Dynein transport cell count,Ins promoter up,Ins promoter up cell count,WT yeast gro inh,WT yeast gro inh mutant strain,Yfh1-depleted yeast,bCat nuc transl,bCat nuc transl cell count 5 µM,Autophagy HCS,Autophagy HCS cell loss 18 h,AID2073,MT stabilize HCS,MT stabilize HCS Hoechst-high %,MT stabilize HCS cytotoxicity %,HIV peptide binding
COc1ccc(CCNC(=O)CSc2nc3cc(Cl)ccc3o2)cc1OC,-0.0079,-0.23,0.67,1.2,-0.31,881,3,0,i,-2.3,1204,i,-4,0%,2.0,1.1,6.9,0.2%
COCCCn1cn[nH]c1=S,0.23,-0.29,0.044,-0.58,-0.81,1209,-6,-9,i,-0.7,1049,i,3,?,8.2,2.7,3.9,0.4%
C=CCc1c(C)nc(-c2ccccc2)nc1N/N=C/c1ccncc1,-0.56,-0.028,-0.15,0.32,-0.74,1138,25,19,i,1.1,1048,i,-17,-10%,6.5,4.3,4.2,-0.1%
Nc1ccc(OCC(O)C[n+]2ccc(CCS(=O)(=O)[O-])cc2)cc1 (stereo not drawn),0.36,0.46,0.35,-0.46,0.38,1444,14,-2,i,-0.3,1089,i,12,-3%,9.9,1.3,11,0.4%
CCCCc1ccc(N/C(N)=N/c2nc(C)cc(C)n2)cc1,-0.98,-0.26,-0.49,0.49,-0.23,929,·,·,i,-2.0,1114,·,·,15%,·,·,·,0.9%
COc1ccc(-n2nc(C(=O)NCC(=O)NCC3COc4ccccc4O3)c3ccccc3c2=O)cc1OC (stereo not drawn),-0.12,1.5,0.49,0.54,-2.8,1210,0,13,i,-2.1,1152,i,8,19%,8.6,2.9,8.1,-1.0%
O=C(Nc1ccc(Nc2ccncc2)cc1)c1ccc([N+](=O)[O-])cc1,0.16,-0.2,0.073,0.31,-0.54,1219,·,·,i,-0.9,1043,·,·,?,·,·,·,1.2%
Cc1c(NC(=O)C(C)Sc2ccccc2)c(=O)n(-c2ccccc2)n1C (stereo not drawn),0.89,-0.2,0.59,-1.1,-0.4,972,1,-4,i,·,·,i,-1,0%,2.3,1.5,1.9,-2.2%
COc1ccccc1NC(=S)NNC(=O)c1nn(C)c(C)c1Cl,0.052,-0.0045,-0.13,0.66,-0.12,916,12,14,i,-2.6,1143,i,-36,-26%,3.4,3.2,2.9,-1.7%
Cc1cc(-c2ccc(Cl)s2)n[nH]1,-0.79,-0.2,0.42,0.83,0.5,1486,-8,18,·,-0.7,943,i,-20,-6%,2.9,2.4,5.8,0.0%
CC1CC2(C)CC(C)C1(COC(=O)Nc1ccccc1)CO2 (stereo not drawn),1.8,-0.21,0.96,-0.38,-0.17,1353,7,-8,i,0.8,1539,i,-31,?,4.6,1.3,9.8,1.7%
O=C(/C=C/c1ccco1)Nc1ccccc1N1CCCC1,-3.6*,1.5*,-1.2*,-1.6*,0.3,1626,-19,-12,i,4.0,875,i,-6,48%,3.4,1.9,9.0,8.0%
O=C(Nc1ccccc1C(=O)N1CCOCC1)C1CCC(=O)N1C1CCCC1 (stereo not drawn),0.4,-0.16,0.37,-1,0.56,1142,1,7,i,·,·,i,0,8%,4.0,3.0,5.5,1.4%
Cc1ccc(CNC(=O)c2ccc3c(=O)[nH]c4c(C(=O)NCC5CCCO5)sc(=S)n4c3c2)cc1 (stereo not drawn),0.2,0.026,0.29,-0.0049,·,·,1,-2,i,2.4,619,i,24,29%,2.2,0.8,5.4,56%
O=[N+]([O-])c1ccc(Oc2ccc(/C=N/O)cc2)nc1,2.1,-0.078,1.5,-1.5,-0.11,1514,1,-15,i,-1.9,936,i,2,0%,1.6,1.2,0.7,-0.5%
N#Cc1ccc(N2CCCC2C(=O)O)c([N+](=O)[O-])c1 (stereo not drawn),0.27,-0.15,0.0026,-1.5,·,·,-11,-5,i,·,·,i,16,3%,3.7,2.0,11,-3.6%
CCOC(=O)c1c(NC(=O)C(=O)N/N=C/c2ccc(OCC)cc2)sc2c1CCCCC2,-1.5,0.22,-1,-3.4,-0.3,1363,-8,0,i,0.0,955,i,0,2%,3.2,4.8,10,-2.0%
O=C(c1cnccn1)N1CCN(C/C=C/c2ccccc2)CC1,-0.061,-0.25,-0.15,0.23,-1.1,1209,-3,-9,i,-7.5,986,i,1,6%,2.1,1.8,1.1,-1.0%
O=S(Cc1ccc(Br)cc1)Cc1nnc(SCc2ccc(Cl)cc2)n1-c1ccccc1 (stereo not drawn),-0.48,-0.34,-0.083,0.16,-2.6,1032,6,-8,i,0.8,1287,i,12,-3%,1.7,0.7,4.9,-3.2%
COc1cc(OC)cc(C(=O)NCCNC(=O)c2ccccc2)c1,-0.34,-0.22,-0.14,-0.44,0.59,1019,2,4,i,-1.6,1158,i,-6,-4%,2.4,1.2,3.2,-1.8%
CC1(C)OC(=O)C(=CNc2ccccc2F)C(=O)O1,-1.1,-0.24,-0.7,0.67,-0.18,1353,-21,1,i,·,·,i,-8,-2%,4.4,1.1,1.0,1.7%
CCCCNc1cc(C(=O)O)cc(S(N)(=O)=O)c1Oc1ccccc1,1.4,-0.28,0.92,0.24,·,·,13,-1,i,1.1,532,i,-36,-5%,3.7,1.8,0.2,1.1%
CCN(CC)S(=O)(=O)c1ccc(N2CCOCC2)c(NC(=O)c2c3c(nc4ccccc24)CCC3)c1,-0.46,0.34,-0.38,0.49,1.1,1372,-10,-4,i,2.7,1148,i,-5,47%,1.0,3.6,7.1,12%
O=C(NNS(=O)(=O)c1ccc(F)cc1)c1sccc1-n1cccc1,0.094,-0.33,-0.12,0.47,0.1,1403,-6,0,i,1.2,990,i,8,1%,9.9,1.0,4.8,-1.7%
O=C(NCc1ccco1)c1c(F)cccc1Cl,-0.57,-0.33,-0.72,1.3,0.11,1407,4,-15,i,-1.1,967,i,0,-3%,1.6,2.7,6.2,0.7%
O=[N+]([O-])c1ccc(Cl)c(S(=O)(=O)/N=C(/c2ccccc2)N2CCOCC2)c1,-0.23,-0.28,0.068,0.41,-0.23,1331,-2,7,i,0.2,1125,i,14,21%,0.9,1.7,1.2,-0.7%
NC(=O)NNc1cccc(Cl)n1,1.2,-0.22,1.2,-0.05,-0.01,1551,-3,-5,i,-3.4,982,i,-25,-5%,1.5,0.9,0.1,-2.9%
O=C(NN1C(=O)c2ccccc2NC12CCCCC2)c1ccccc1,-0.06,-0.22,0.75,-1,·,·,4,7,i,4.3,483,i,18,12%,3.2,1.5,4.7,1.3%
Cc1oc(-c2ccccc2F)nc1CS(=O)(=O)CC(=O)N1CCCCCC1,-0.11,-0.097,0.073,-0.89,-0.42,1998,9,5,i,-2.6,1200,·,·,-4%,8.3,0.6,4.3,-0.1%
CCC(C)(C)n1nnnc1CN1CCC(NC(=O)c2ccccc2C)CC1,0.13,-0.26,0.075,0.23,0.98,1196,-12,3,i,-3.2,1194,i,-10,12%,3.2,1.8,2.6,-0.4%
N#Cc1nc(COc2cccc(Cl)c2)oc1N1CCN(c2ccccc2)CC1,-0.52,-0.21,-0.26,0.68,-0.19,1261,-11,-5,i,-6.4,1254,i,-7,4%,1.5,2.1,8.1,-1.5%
CN(C)S(=O)(=O)c1cc(NC(=O)CN2CCCc3ccccc32)ccc1Cl,0.19,0.75,0.34,-0.21,-0.98,1015,-14,-22,i,2.8,1034,i,17,-7%,5.0,1.8,7.1,0.3%
O=C(O)CCCCCNC(=O)Cn1nnc2ccccc2c1=O,-0.14,-0.26,-0.11,0.69,-0.28,1098,·,·,i,-0.5,1298,·,·,16%,·,·,·,1.2%
Cc1ccccc1NC(=O)/C(=C\c1cccs1)NC(=O)c1ccccc1,1.1,-0.23,0.0064,0.18,0.16,1368,9,-3,i,1.1,1405,i,-15,12%,3.7,1.9,2.8,3.1%
COc1ccc(NC(=O)c2cc3ccccc3o2)cc1,-0.91,-0.17,-0.091,-0.059,·,·,5,3,i,-2.1,946,i,10,-5%,3.0,1.8,7.3,-0.9%
Cc1ccc2nc(SCc3cccc([N+](=O)[O-])c3)nc(C)c2c1,-0.28,-0.23,0.37,0.34,-0.27,927,28,29,i,-0.2,1358,i,10,1%,3.3,1.9,6.1,-0.7%
CC(C)n1c(Nc2ccccc2)nc2ccccc21,-0.94,-0.14,-0.6,1.7,1.1,1254,52,44,i,-2.4,1183,i,-8,5%,2.9,1.9,8.4,-1.1%
O=C1CC(/C=C/c2ccco2)=Nc2ccccc2N1,-0.56,-0.14,-0.03,0.56,-0.09,832,-9,-23,i,·,·,i,0,49%,2.5,2.0,9.3,-0.1%
CCNc1ncnc2c1cnn2C,-0.77,-0.22,-0.63,1,-0.33,1221,-1,4,i,3.7,1027,i,-9,-5%,3.2,2.7,8.8,-0.9%

# 3 of the entries above in order of the Dynein transport cell count value, descending:
canonical_smiles	Dynein transport cell count
O=C(NCc1ccco1)c1c(F)cccc1Cl	1.3
CCN(CC)S(=O)(=O)c1ccc(N2CCOCC2)c(NC(=O)c2c3c(nc4ccccc24)CCC3)c1	0.49
Cc1ccc2nc(SCc3cccc([N+](=O)[O-])c3)nc(C)c2c1	0.34
